Screening results from PubChem BioAssay.
APP 5UTR inh = APP translation inhibition; SH-SY5Y APP 5'UTR-luciferase reporter, luminescence; inhibition, % at 2 µM; actives 0.82% (n = 190,000);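 active means inhibition above a set limit, derived from the sample mean plus 3 SD, cut at about 45% in these data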; further: values of inactives mirror those of a sister screen read the other way
L major viab = inhibitors of Leishmania major promastigote growth | Leishmania major promastigotes, resazurin fluorescence viability | inhibition, % at 10 µM | actives 9% (n = 200,000); in the data active means inhibition above about 50%;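 further: promastigotes grown with compound for 44 hours at 28 °C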
TNAP inh hi DEA = TNAP (human) inhibition, high acceptor | inhibition, % at 20 µM | P05186 | purified TNAP, CDP-star luminescence, 1 M DEA | actives 0.03% (n = 200,000);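 active means over 50% inhibition of tissue-nonspecific alkaline phosphatase at 20 µM in the single-dose screen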;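 further: plate controls were DMSO wells for no effect and EDTA-quenched wells as full inhibition for full effect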
Target sequence (P05186 whole entry, looked up): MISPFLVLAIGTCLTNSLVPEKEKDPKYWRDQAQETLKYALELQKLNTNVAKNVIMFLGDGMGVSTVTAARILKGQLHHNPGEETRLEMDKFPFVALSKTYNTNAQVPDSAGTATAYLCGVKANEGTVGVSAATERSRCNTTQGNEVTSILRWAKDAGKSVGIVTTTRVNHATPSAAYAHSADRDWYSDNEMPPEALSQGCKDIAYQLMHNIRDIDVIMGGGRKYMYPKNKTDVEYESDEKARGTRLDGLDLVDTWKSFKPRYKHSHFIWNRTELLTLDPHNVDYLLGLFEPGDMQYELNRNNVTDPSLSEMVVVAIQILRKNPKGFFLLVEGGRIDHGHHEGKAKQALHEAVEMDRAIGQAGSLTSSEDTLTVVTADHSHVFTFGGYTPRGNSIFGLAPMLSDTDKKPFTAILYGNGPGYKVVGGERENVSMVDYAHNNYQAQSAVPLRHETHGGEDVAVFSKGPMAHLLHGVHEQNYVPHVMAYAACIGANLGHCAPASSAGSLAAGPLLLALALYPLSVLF
TNAP inh noacc = TNAP (human) inhibition, acceptor-free conditions; P05186; purified TNAP, CDP-star luminescence, 30 min; inhibition, % at 20 µM; actives 0.26% (n = 200,000); AID 1012;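 active means tissue-nonspecific alkaline phosphatase inhibition above about 50% at 20 µM in the single-dose screen, limit read from the data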;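 further: 0% = DMSO negative control and 100% = EDTA positive control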
TNAP act hiacc = activators of human TNAP at high phosphate acceptor concentration | P05186 | purified TNAP, CDP-star luminescence, 1 M DEA, 30 min; hits give high values; 0 = EDTA background, 1 = DMSO-only activity | activation factor at 20 µM | 200,000 tested, under 10 active;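 active means activation factor at least 2 at 20 µM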
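Test system – human TNAP · Doses – 20 µM single point · Incubation – 30 min, room temperature · Signal – luminescent substrate turnover signal · Read-out basis – activation factor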
bIAP act = increases bovine intestinal alkaline phosphatase activity; AID 1016; purified bovine IAP, CDP-star luminescence, 30 min; hits give high values; fold of DMSO-control signal, blank-subtracted; activation factor at 20 µM; actives 0.17% (n = 200,000);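 active means activation factor of 2 or more at 20 µM, a signal rise over negative controls twice the positive control's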
FLuc stim CS = affects firefly luciferase, flagging false hits in luciferase stimulation screens; P08659; ATPlite luciferase biochemical, luminescence, 10 min; 0 = ATP-free wells, 1 = DMSO control; activation factor at 10 µM; 200,000 tested, under 10 active;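 active means luciferase activation factor, scaled between plate controls, of at least 2 with compound at 10 µM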
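Material: luciferase plus luciferin reagent, cell-free. Medium: PBS buffer for ATP. Also added: ATP substrate, dispensed from a 10.24 µM working solution in PBS. Doses: test compounds dosed from 2 mM stocks in 100% DMSO. Incubation: 10 min post-reagent at room temperature. Technique: light output (luminescence). Read-out basis: luminescence gain marking luciferase activators.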
RAM inhibit = blocks the yeast RAM network. actives 1.8% (n = 190,000). AID 868. inhibition, % at 50 µM. S. cerevisiae dse1pr::URA3 reporter, 5-FOA growth OD615, 2 d; analog-sensitive cbk1-as2 kinase mutant strain;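 active means inhibition above a set limit, 3 SD over mean compound inhibition, cut at about 8.4% in these data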;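 further: 0% = DMSO-only wells with no growth and 100% = 10 µM 1-NA-PP1 full growth; inhibition rescues growth on 5-FOA so higher OD means more RAM inhibition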
FLuc inh counter = counter-screen for luciferase assay inhibitors: firefly luciferase inhibition. P08659. ATPLite firefly luciferase biochemical luminescence, 10 min. inhibition, % at 10 µM. actives 1.5% (n = 200,000);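 active means inhibition above about 50% when tested at 10 µM, limit read from the data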
bIAP inh = blocks bovine intestinal alkaline phosphatase activity; purified bovine IAP, CDP-star luminescence, 30 min; inhibition, % at 20 µM; 190,000 tested, under 10 active;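 active means over 50% inhibition of intestinal alkaline phosphatase at 20 µM in the single-dose screen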
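System: Purified bovine intestinal alkaline phosphatase (IAP) enzyme | Input: IAP diluted 1/65,000,000 in the well | Also added: CDP-star chemiluminescent phosphatase substrate, 30 µM final | Dosing: 20 µM single dose | Times: Enzyme reaction for 30 min at room temperature | Detection: Luminescence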
An asterisk follows results filed as active; nt = no result given. This is a random part of the collection; about 13% have a hit in one of these screens.

Order of results – APP 5UTR inh	L major viab	TNAP inh hi DEA	TNAP inh noacc	TNAP act hiacc	bIAP act	FLuc stim CS	RAM inhibit	FLuc inh counter	bIAP inh
1	CN1C(=O)SC(Nc2ccc(F)cc2)C1=O (stereo not given)
 : 14	-5	2	-8	1	0.9	1	2.4	-4	6
2	O=C(Nc1ccccc1Cl)c1ccc(-n2cccn2)c([N+](=O)[O-])c1
 : -8	6	-2	-4	1	1.1	1	1.9	-3	-9
3	Cc1c(NC(=O)CN2CCC(C(N)=O)CC2)cccc1[N+](=O)[O-]
 : -4	-9	-1	-5	1	1.1	1	0.5	-2	-5
4	CCOC(=O)C1CCCN(C(=O)CNC(=O)Cn2ccc3ccccc3c2=O)C1 (stereo not given)
 : 4	-10	-7	-9	1.1	1	1.1	1.6	-11	-2
5	CCOC(=O)C1(Cc2ccccc2C)CCCN(C(=O)CCc2cccnc2)C1 (stereo not given)
 : -39	-1	-1	-7	1	1	1.1	0.7	-5	-4
6	CC(c1ccon1)N(C)Cc1cn[nH]c1-c1ccc(-c2ccccc2)cc1 (stereo not given)
 : 9	0	-5	-12	1.1	1.1	1	0.4	-1	-8
7	Nc1n[nH]c(N)c1N=Nc1ccc(F)cc1
 : -19	-2	1	-40	1	1.1	0.9	-0.7	8	-9
8	O=C(Nc1nnc(-c2ccccc2)o1)Nc1ccccc1Cl
 : 2	-4	-2	7	1	0.9	1	0.9	5	13
9	CCc1cc2c(=O)c(-c3cnn(-c4ccccc4)c3)c(C)oc2cc1OCC(=O)Nc1cccc(C)c1
 : 34	66*	-2	-3	1	0.7	1.1	0.9	-8	33
10	CCOc1cc(C(=O)Nc2nnc(CC)s2)ccc1OCC(=O)N1CCOCC1
 : -32	-6	-6	-9	1.1	0.9	1	-0.1	-4	8
11	COc1ccccc1-c1cc(C(F)(F)F)nc(S(=O)(=O)CCCC(=O)O)n1
 : 13	0	-2	-12	1	1	1.1	3.0	-6	-2
12	O=C(Cn1nnc(-c2ccc(CN3CCOCC3)cc2)n1)N(c1ccccc1)c1ccccc1
 : 1	70*	-1	-8	1	1	1	0.7	0	-1
13	CCOc1ccc(NC(=O)N(CCC(C)C)C(C)c2ccco2)cc1 (stereo not given)
 : -30	10	-9	-10	1.1	1	1	1.8	1	4
14	Cc1cccnc1NC1OC(=O)c2ccccc21 (stereo not given)
 : 9	-4	4	-4	1	0.9	1	1.4	-2	10
15	Cc1cccc2nc(=S)n(C(=O)c3ccco3)n12
 : -146	1	-2	-8	1	1	0.2	0.8	85*	-2
16	Cn1c(CNc2ccccn2)c(C#N)c2ccccc21
 : 17	30	-3	-7	1	1.1	1.1	0.3	-8	-5
17	Cc1cc(C)c(NC(=O)CCn2nnc3ccccc32)c(C)c1
 : -1	-5	-1	-4	1	1.1	1.1	0.6	-5	-15
18	O=C(CN1C(=O)c2ccccc2S1(=O)=O)NCc1ccc2c(c1)OCO2
 : -9	-5	3	-1	1	1	1	4.6	4	-4
19	CC(Sc1nnc(Cc2ccc([N+](=O)[O-])cc2)o1)C(N)=O (stereo not given)
 : -15	-6	-4	-6	1	1.1	1	3.0	-4	-5
20	CCOCCCn1c(=N)c(C(=O)NCc2ccc3c(c2)OCO3)cc2c(=O)n3ccccc3nc21
 : -1	28	-2	15	1	1	1.1	1.6	-9	-3
21	COc1cccc(C(=O)CSc2nc3ccccc3n2CC(=O)N2CCOCC2)c1
 : -7	-2	-2	-8	1	1	1	-0.2	-2	5
22	NC(=O)Cc1ccc(Nc2nnc(-c3ccc(O)cc3)c3ccccc23)cc1
 : -29	1	-3	12	1	0.9	1	-0.5	-4	5
23	Cc1ccc(-n2nnnc2SCC(=O)NCCC2=CCCCC2)c(C)c1
 : 6	2	-6	-13	1.1	1	1.1	-0.1	-10	1
24	Cc1ccccc1N1CCN(S(=O)(=O)c2ccc3oc(=O)ccc3c2)CC1
 : -8	0	2	-5	1	0.9	1	8.2	-3	6
25	Cc1ccc(-c2nc(SCC(=O)NCC3CCCO3)c(-c3ccccc3)[nH]2)cc1 (stereo not given)
 : -12	22	2	-6	1	1.3	1	6.2	-1	-30
26	COc1cc(N(C)C)c(NC(C)=O)cc1C(=O)O
 : 6	-1	-1	-10	1	0.9	1	0.1	-5	8
27	Cc1ccc(C)c(Cn2nnc3c(=O)[nH]c(C(=O)NCc4ccco4)nc32)c1
 : -4	-6	-4	-6	1	0.9	1.1	2.4	-7	6
28	O=c1c(N2CCOCC2)nsn1Cc1ccccc1
 : -14	-3	-8	-14	1.1	0.9	1	2.5	-4	6
29	O=C(CCN1CCCCC1)Nc1cccc(Cl)c1
 : -17	5	-9	-14	1.1	0.9	1.1	0.1	-6	6
30	O=C(/C=C/c1ccc2c(c1)OCO2)NCCSCc1cccc(Cl)c1
 : -7	3	0	-5	1	0.5	1	9.0*	0	nt
31	Cc1cc(NC(=O)C2CC2)n(-c2nc3ccccc3s2)n1
 : 9	13	0	-7	1	1	1	3.2	4	-5
32	CC(=O)N1CCN(Cc2nc3cc(NC(=O)c4ccccc4)ccc3n2C)CC1
 : -1	-6	0	-2	1	1	0.9	0.8	6	0
33	C=CCC(C(=O)OC)(C(=O)OC)c1ccc([N+](=O)[O-])cn1
 : 1	-1	-4	1	1	1	1.1	-0.4	-9	-1
34	COC(=O)c1c(NC(=O)c2ccc(OC(C)C)cc2)sc2c1CC(C)(C)NC2(C)C
 : -1	31	-7	-3	1.1	1	1	3.4	-4	-2
35	COc1ccccc1NC(=O)CN1C(=O)NC(C)(C)C1=O
 : 0	-5	-4	-11	1	0.9	1	1.9	-4	8
36	O=S(=O)(c1cccc(-c2nc3n(n2)Cc2ccccc2-3)c1)N1CCCC1
 : -9	1	-5	-8	1.1	0.9	0.9	4.4	6	10
37	O=c1cc(O)nc(SC23CC4CC(CC(C4)C2)C3)[nH]1
 : 0	-9	-7	-9	1.1	0.9	1	0.7	-4	9
38	Cc1ccsc1/C=C1/SC(N2CC(C)OC(C)C2)=NC1=O (stereo not given)
 : -5	26	0	-6	1	0.9	0.9	0.4	8	6
39	O=C(NCC1COc2ccccc2O1)Nc1ccccc1F (stereo not given)
 : -2	0	-7	-5	1.1	0.6	1.1	1.6	-7	40
40	COC(=O)c1scc(C)c1N/N=C(\C)c1cc(F)c(Cl)cc1F
 : 2	-1	-5	-5	1.1	1	1	5.4	-2	2
41	COCCCNC(=O)CSc1nc2c(sc3ccccc32)c(=O)n1CCCC(=O)NCC1CCCO1 (stereo not given)
 : 12	-3	-4	-11	1	1.2	1	-0.8	-3	-20
42	c1ccc(-c2nnc(CN3CCCc4ccccc43)o2)cc1
 : -4	1	-4	-11	1	1	1	1.7	2	1
43	COc1ccccc1NS(=O)(=O)c1cc(NC(=O)c2ccncc2)ccc1N1CCCC1
 : -23	4	5	-6	0.9	1.1	1	3.4	1	-6
44	Cc1onc(-c2ccccc2)c1C(=O)Nc1ccon1
 : -3	-1	-7	-12	1.1	1	1.1	0.7	-5	3
45	COc1ccc2c(CN(C)c3ccccc3)cc(=O)oc2c1
 : 0	10	-8	-1	1.1	0.9	1.1	1.9	-6	11
46	COc1ccc(CC(=O)NCc2n[nH]c(=S)n2-c2ccccc2)cc1
 : -11	-1	0	6	1	0.9	1	1.0	-2	6
47	CCCCc1ccc(NC(=O)C(C)CC)cc1 (stereo not given)
 : -7	12	0	-5	1	1	0.9	-1.2	13	-3
48	CCC(C)(C)NC(=O)C(c1ccc(F)cc1)N(Cc1cccc(OC)c1)C(=O)c1cnccn1 (stereo not given)
 : 0	37	-6	-7	1.1	1	1.1	0.6	-7	0
49	c1coc(CN(Cc2cccs2)Cc2nnnn2C2CCCCC2)c1
 : -7	16	-6	-9	1.1	0.9	1	1.7	-4	8
50	CCCN1CCC(NC(=O)Nc2ccc(F)cc2F)CC1
 : -6	2	-4	-12	1	1	1	2.0	-2	0
51	COc1ccc(Cc2nnc(N/N=C/c3ccc(O)cc3O)[nH]c2=O)cc1OC
 : 8	9	-1	-74	1	0.9	0.8	1.6	22	9
52	C/[N+]([O-])=C\c1ccc([N+](=O)[O-])o1
 : 2	98*	-6	-10	1.1	1.1	1.1	0.3	-9	-10
53	O=C1C=C(N(CCO)Cc2ccccc2)c2ccccc2C1=O
 : 20	96*	11	10	0.9	0.8	1	-0.4	0	15
54	O=C(NCCc1ccccc1)C(=O)NCc1ccncc1
 : 9	-6	-4	-10	1	1.1	0.5	0.3	50*	-6
55	CSc1nc(C)cc(SCC(=O)N/N=C/c2ccccc2)n1
 : -10	-4	-1	-7	1	0.8	1	3.5	1	22
56	CC(=O)Nc1ccc(S(=O)(=O)Oc2ccc(/C=N/N=C3/NC(=O)C(CC(=O)O)S3)cc2)cc1 (stereo not given)
 : -12	-13	-2	-11	1	1.2	1	1.3	-2	-21

Reprinted: nos. 31–33
Order of results – APP 5UTR inh	L major viab	TNAP inh hi DEA	TNAP inh noacc	TNAP act hiacc	bIAP act	FLuc stim CS	RAM inhibit	FLuc inh counter	bIAP inh
31	Cc1cc(NC(=O)C2CC2)n(-c2nc3ccccc3s2)n1
 : 9	13	0	-7	1	1	1	3.2	4	-5
32	CC(=O)N1CCN(Cc2nc3cc(NC(=O)c4ccccc4)ccc3n2C)CC1
 : -1	-6	0	-2	1	1	0.9	0.8	6	0
33	C=CCC(C(=O)OC)(C(=O)OC)c1ccc([N+](=O)[O-])cn1
 : 1	-1	-4	1	1	1	1.1	-0.4	-9	-1
